Source: PubChem
mcGAS MS inh: mouse cGAS inhibition by mass spec. Q8C6L5. 130,000 compounds, 0.18% hits. recombinant mouse cGAS, cGAMP by RapidFire MS. inhibition, % at 12.5 µM. AID 1259397;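 active = inhibition of cGAS enzyme activity at or above 60%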;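 note: enzyme stimulated by 45 bp dsDNA with ATP and GTP substrates; cGAMP share of summed cGAMP plus half ATP and half GTP signals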
Target sequence (Q8C6L5 whole entry, looked up): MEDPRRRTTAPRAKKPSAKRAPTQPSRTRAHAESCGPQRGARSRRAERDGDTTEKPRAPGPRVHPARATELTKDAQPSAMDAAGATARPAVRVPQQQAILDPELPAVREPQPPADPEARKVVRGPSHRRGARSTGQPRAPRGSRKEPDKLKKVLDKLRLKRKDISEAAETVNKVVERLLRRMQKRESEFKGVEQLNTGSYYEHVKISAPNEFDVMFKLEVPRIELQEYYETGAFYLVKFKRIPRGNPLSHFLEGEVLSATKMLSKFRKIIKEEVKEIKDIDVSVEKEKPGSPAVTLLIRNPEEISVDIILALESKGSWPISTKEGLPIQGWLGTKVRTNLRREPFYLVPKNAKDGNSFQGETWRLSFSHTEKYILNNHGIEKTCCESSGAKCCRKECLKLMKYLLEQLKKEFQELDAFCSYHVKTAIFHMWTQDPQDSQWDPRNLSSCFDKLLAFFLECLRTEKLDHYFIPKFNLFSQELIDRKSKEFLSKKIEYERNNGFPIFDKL
Active calls of the source: *; & = joins results of further samples. Not all compounds are listed, so the mix of outcomes need not match the whole.

mcGAS MS inh,mol
1,O=C(CN1C(=O)NC2(CCCc3sccc32)C1=O)N1CCN(C(=O)c2ccco2)CC1 (centres undefined)
16,O=C(CCn1c(=O)oc2ccccc21)OCCCn1c(=O)[nH]c2ccccc21
-6,COc1cc(Cn2nc(C)cc2C)ccc1SC
-8,CCOC(=O)c1c(C)[nH]c(C(=O)C(C)OC(=O)C2(CC(=O)NC(C)(C)C)CCCC2)c1C (centres undefined)
11,O=C(OCCO)c1cc(-c2ccccc2Cl)nc2ccccc12
-6,O=C(CCc1ccc(Br)cc1)Nc1cccnn1
-25,CN1CC2(CCCN(C(=O)c3csc4c3CCCC4)CC2)OC1=O (centres undefined)
-7&-3,O=C(Nc1ccc(Oc2ccccc2)nc1)C1CCN(C(=O)c2ccncc2)CC1
-6,c1ccc(Cn2c(CSc3nc4ccccc4[nH]3)nc3ccccc32)cc1
-4,NCC1CCN(c2nc(Cc3ccccc3)ns2)CC1
-10,CN1N=C(c2ccc(Cl)cc2)CSC1=NCc1ccccc1
-9,Cc1ccc(-n2cc(CN3CCC[C@H]3C(N)=O)c(-c3cccc(C)c3)n2)cc1
-3,CN(Cc1ccc(N2CCOCC2)cc1)Cn1c(=O)oc2cc(Cl)ccc21
-54,C=C(C)C(C)(C)C(=O)N1Cc2cnc(Cc3ccc(OC)cc3)nc2C1
-4,CCCn1c(N2CCN(Cc3c(Cl)cccc3Cl)CC2)nc2c1c(=O)[nH]c(=O)n2C
-9,O=C1OC(/C=C/c2ccccc2)=NC/1=C/c1ccc(Cl)cc1
-3,CCN(C/C=C/c1ccccc1)C(=O)CCc1cn2ccccc2n1
-9,COc1cccc(C(C2Sc3nc(C)nn3C2=O)N2CCN(C)CC2)c1 (centres undefined)
-4,CCN(CC)CCNc1c([N+](=O)[O-])c(=O)n(C)c2ccccc12
-3,COC(=O)[C@@H]1C(c2c(OC)cc(OC)cc2OC)=NO[C@H]1C(=O)OC
-2,Cc1nn(C(=O)c2ccc([N+](=O)[O-])cc2)c(C)c1Sc1ccccc1
-34,CC1(C)CC(C(=O)NCc2cccnc2-n2ccnc2)CCO1 (centres undefined)
2,O=C(C1CC2(CCNCC2)CN1)N1CCN(Cc2ccccc2)CC1 (centres undefined)
6,CC(=O)c1c(C)nc(C)nc1NC(=O)C(C)C
-12,O=C(CSc1nnnn1C1CCCC1)N1CCC2CCCCC2C1 (centres undefined)
-16,O=c1[nH]c(N2CCC(OCC3CCCCO3)CC2)nc2ccccc12 (centres undefined)
-16,COc1ccc2nc(SCc3cc(=O)oc4cc5c(cc34)CCC5)[nH]c2c1
5,Cc1cn2c3c(=O)n(CC(C)C)c(=O)n(C)c3nc2n1-c1ccc(C(F)(F)F)cc1
-11,CN(CC(=O)Nc1ccccc1Cl)CC(=O)N1CCCc2cccc(F)c21
-3,CNC(=O)NC(=O)CSc1nc2ccccc2c(=O)n1CC(=O)OC
-6,COCCNC(=O)Nc1ccc(C(=O)N2CCCCC2)c(Cl)c1
0,Cc1cnc(C(=O)Nc2ccccc2N2CCCCC2)cn1
-16&-1&0,OC(CCN1CCCC1)(c1ccccc1)C1CCCCC1 (centres undefined)
4,CCc1cc2c(=O)n(Cc3ccco3)c(=S)[nH]c2s1
-6,CC(C)(C)c1ccc(-n2ncc(C(=O)N3CCC4(CC3)OCCO4)c2N)cc1
-9,CCC(CO)NCC(O)Cn1c2c(c3cc(C)ccc31)CCCC2 (centres undefined)
1,O=C(NN=Cc1ccc(F)cc1)c1[nH]nc2c1CCc1ccccc1-2
2,Cc1cc(Cl)ccc1OCC(=O)NN=Cc1ccco1
7,O=C(c1cscn1)N1CCC2(CCCN(Cc3ccccc3F)C2=O)C1 (centres undefined)
-6,CCOc1ccc2c(c1)sc(=N)n2Cc1cc(C)cc2cccnc12

Exported field by field: 2 of the compounds above.
Cc1cn2c3c(=O)n(CC(C)C)c(=O)n(C)c3nc2n1-c1ccc(C(F)(F)F)cc1
  mcGAS MS inh: 5

CCC(CO)NCC(O)Cn1c2c(c3cc(C)ccc31)CCCC2 (centres undefined)
  mcGAS MS inh: -9

Continuation.
mcGAS MS inh,mol
-13,C=CCSc1nc(C)c(CC=C)c(=O)[nH]1
-7,CNC(=O)c1ccsc1NC(=O)c1ccc(Br)cc1
1,C=CCc1ccc(OCCCOc2ccc(C)cc2OC)c(OC)c1
-8,CC(C)(C)C(=O)C(Cc1ccc(C#N)cc1)=C(O)C(C)(C)C
-2,CCOC(=O)C1(C)CCCN1C(=O)c1ccncc1 (centres undefined)
-1,c1ccc(NNC2=NCCS2)cc1
-6,COc1ccc(S(=O)(=O)NC2CCCC2)cc1
-7,Cc1noc(C(C)NC(=O)c2cc3c(s2)CCC(C(C)(C)C)C3)n1 (centres undefined)
-1,CCn1c(O)c(C(C)=NC(Cc2ccccc2)C(=O)OC)c(=O)n(CC)c1=S (centres undefined)
-41,CC(C)c1ccc(-n2ccc3nc(N4CCOCC4)ncc3c2=O)cc1
6,O=C(NCCCn1nc(-c2ccco2)ccc1=O)Nc1ccc(OC(F)(F)F)cc1
15,NC(=O)c1c(NC(=O)CSc2nnnn2C2CCCC2)sc2c1CCC2
-4,C[C@]1(OC(=O)/C=C/c2ccccc2)C[C@@H](O)[C@]2(O)C=CO[C@@H](O[C@@H]3O[C@H](CO)[C@@H](O)[C@H](O)[C@H]3O)[C@@H]21
5,COc1cc(O)ccc1-c1nccn1C1CCN(Cc2ccccc2)C1 (centres undefined)
-7,Cc1cc2c(cc1C)NC(CC(=O)NC(C)C)C(=O)N2 (centres undefined)
-59,COc1ncc(CN2CCC(CNC(=O)c3ccoc3C)C2)cn1 (centres undefined)
-4,COc1ccc(CN2CCN(Cc3cnc(C)s3)CC2CCO)cc1C (centres undefined)
-2,CCOC(=O)C1(Cc2ccccc2Cl)CCN(S(=O)(=O)c2cccc(F)c2)CC1
-8,CC(=O)N1CCN(CC(=O)Nc2cc(Cl)ccc2F)CC1
-14,CC(=O)N1CCC(Cn2cc(Cn3c(C)nc4ccccc43)nn2)CC1
-1,O=C(NCC1(Sc2ccccc2)CC1)C1CCOCC1
-10,Cn1nc2c(c1C(=O)N1CCn3c(C(N)=O)cnc3C1)CCCC2
-12,COc1ccc(CN(C)Cn2[nH]c(-c3ccc(C)cc3)nc2=S)c(OC)c1OC
-2,O=C(CCC(=O)N1CCC(c2ccncc2)CC1)Nc1cccc(O)c1
-5,CN(C)/C=C1\C(=O)c2ccc(N(C)C)nc2CC1c1ccccc1 (centres undefined)
-6,Cc1nc(N(C)C/C=C/c2ccccc2)c2cnn(C)c2n1
-14,O=C(C1CCC(=O)N(C2CC2)C1)N1CCN(Cc2ccc3c(c2)OCO3)CC1 (centres undefined)
-7,O=C(NCCC(=O)N1CCOC(COc2ccc(F)cc2)C1)OCc1ccccc1 (centres undefined)
-7,COc1ccc(-c2cn3nc(SCC(=O)Nc4nc5ccc(C)cc5s4)ccc3n2)cc1
-2,Cc1ccc(CN2C=Nc3ccccc3S2(=O)=O)cc1
-6,Cc1nc2ccc(Cl)cn2c1C(=O)NC1CCC(n2cnnc2)CC1 (centres undefined)
-3,CCC12CC3CC(C1)CC(C(=O)O)(C3)C2
-3,Cc1c(C)n2c3c(=O)n(CC(C)C)c(=O)n(C)c3nc2n1-c1ccccc1F
-8,c1ccc2c(-c3nc(C4CCCCC4)no3)cc(-c3ccncc3)nc2c1
-13,CCCOc1ccccc1C1NC(=O)NC(C)=C1C(=O)OCC(C)C (centres undefined)
-2,Cc1nc(N(C)C)c2sc(=S)n(C)c2n1
-1,C(=C1CCc2cn[nH]c21)c1ccccc1
-6,CCOCC(=O)N1CCC(c2ccnc(-c3ccc4ncccc4c3)c2)C1 (centres undefined)
-5,O=C(CCCSc1ccccc1)N1CCC(NS(=O)(=O)c2ccccc2)CC1
-18,CC(C)N1CCC(NC(=O)c2cc(=O)[nH]c3ccccc23)C1 (centres undefined)
-6,CN(Cc1cccnc1)C(=O)c1coc(COc2ccc(F)cc2Cl)n1
-2,Cc1ccc(N2CCCC2)c(C(=O)N2CCN(c3ccc(Cl)nn3)CC2)c1
-8,CC1CCCC(NC(=O)c2cccnc2N2CCCC2)C1 (centres undefined)
-4,COc1ccc(-c2ccc(C)c(NC(=O)C(C)C)c2)nn1
-2&1,c1cnn(CCCNc2nc3nonc3nc2N2CCCCCC2)c1
-10,CN=c1scc(-c2ccc(Br)cc2)n1N=Cc1ccc(O)c(OC)c1
-2,CC(C)(C)c1[nH]nc2c1C(c1c(F)c(F)c(F)c(F)c1F)C(C#N)C(=N)O2 (centres undefined)
-10,Cc1c(C(=O)OCC(=O)c2ccc(Cl)s2)sc2nc3n(c(=O)c12)CCC3
9,O=C1COc2ccc(S(=O)(=O)Nc3ccc4c(c3)OCO4)cc2N1
-5,Cc1nonc1CC(=O)NC1CCCc2c1cnn2-c1ccc(F)cc1F (centres undefined)
6,CCc1ccc(S(=O)(=O)NCCCn2nc(-c3ccco3)ccc2=O)s1
15,CCn1c(SC(C)C(=O)NC2CCCC2)nnc1-c1cccs1 (centres undefined)
-7,CS(=O)(=O)c1ccc(N)cc1
-4,O=C(c1cn(-c2cc(N3CCCCC3)ncn2)cn1)N1CCc2ccccc2C1
-32,Cc1ccc(CNC(=O)c2cn(C)c3c(=O)n(-c4ccc(C)cc4)c(=O)[nH]c23)cc1
-6,CCN(C)c1ccccc1NC(=O)N1CCCCC1c1ncc[nH]1 (centres undefined)
-5,Cn1c(N)c(C(=O)CN2CCn3cccc3C2c2ccccc2)c(=O)[nH]c1=O (centres undefined)
1,COc1cccc([C@@H]2c3c(C)nn(C)c3NC(=O)[C@H]2NC(=O)c2cccc(C)c2)c1
-6,Cc1ccccc1-c1noc(CCC(=O)N(C)Cc2n[nH]c3c2CCCC3)n1
-3,CN(Cc1ccc(Cl)cc1)c1cnccn1

31 of the compounds above, tab-delimited:
structure	mcGAS MS inh
O=C(C1CCC(=O)N(C2CC2)C1)N1CCN(Cc2ccc3c(c2)OCO3)CC1 (centres undefined)	-14
O=C(NCCC(=O)N1CCOC(COc2ccc(F)cc2)C1)OCc1ccccc1 (centres undefined)	-7
COc1ccc(-c2cn3nc(SCC(=O)Nc4nc5ccc(C)cc5s4)ccc3n2)cc1	-7
Cc1ccc(CN2C=Nc3ccccc3S2(=O)=O)cc1	-2
Cc1nc2ccc(Cl)cn2c1C(=O)NC1CCC(n2cnnc2)CC1 (centres undefined)	-6
CCC12CC3CC(C1)CC(C(=O)O)(C3)C2	-3
Cc1c(C)n2c3c(=O)n(CC(C)C)c(=O)n(C)c3nc2n1-c1ccccc1F	-3
c1ccc2c(-c3nc(C4CCCCC4)no3)cc(-c3ccncc3)nc2c1	-8
CCCOc1ccccc1C1NC(=O)NC(C)=C1C(=O)OCC(C)C (centres undefined)	-13
Cc1nc(N(C)C)c2sc(=S)n(C)c2n1	-2
C(=C1CCc2cn[nH]c21)c1ccccc1	-1
CCOCC(=O)N1CCC(c2ccnc(-c3ccc4ncccc4c3)c2)C1 (centres undefined)	-6
O=C(CCCSc1ccccc1)N1CCC(NS(=O)(=O)c2ccccc2)CC1	-5
CC(C)N1CCC(NC(=O)c2cc(=O)[nH]c3ccccc23)C1 (centres undefined)	-18
CN(Cc1cccnc1)C(=O)c1coc(COc2ccc(F)cc2Cl)n1	-6
Cc1ccc(N2CCCC2)c(C(=O)N2CCN(c3ccc(Cl)nn3)CC2)c1	-2
CC1CCCC(NC(=O)c2cccnc2N2CCCC2)C1 (centres undefined)	-8
COc1ccc(-c2ccc(C)c(NC(=O)C(C)C)c2)nn1	-4
c1cnn(CCCNc2nc3nonc3nc2N2CCCCCC2)c1	-2&1
CN=c1scc(-c2ccc(Br)cc2)n1N=Cc1ccc(O)c(OC)c1	-10
CC(C)(C)c1[nH]nc2c1C(c1c(F)c(F)c(F)c(F)c1F)C(C#N)C(=N)O2 (centres undefined)	-2
Cc1c(C(=O)OCC(=O)c2ccc(Cl)s2)sc2nc3n(c(=O)c12)CCC3	-10
O=C1COc2ccc(S(=O)(=O)Nc3ccc4c(c3)OCO4)cc2N1	9
Cc1nonc1CC(=O)NC1CCCc2c1cnn2-c1ccc(F)cc1F (centres undefined)	-5
CCc1ccc(S(=O)(=O)NCCCn2nc(-c3ccco3)ccc2=O)s1	6
CCn1c(SC(C)C(=O)NC2CCCC2)nnc1-c1cccs1 (centres undefined)	15
CS(=O)(=O)c1ccc(N)cc1	-7
O=C(c1cn(-c2cc(N3CCCCC3)ncn2)cn1)N1CCc2ccccc2C1	-4
Cc1ccc(CNC(=O)c2cn(C)c3c(=O)n(-c4ccc(C)cc4)c(=O)[nH]c23)cc1	-32
CCN(C)c1ccccc1NC(=O)N1CCCCC1c1ncc[nH]1 (centres undefined)	-6
Cn1c(N)c(C(=O)CN2CCn3cccc3C2c2ccccc2)c(=O)[nH]c1=O (centres undefined)	-5

Following part.
mcGAS MS inh,mol
-1,CCc1ccc(-c2noc(CCC(=O)N(CC)CC(=O)NC(C)(C)C)n2)cc1
3,O=c1c2cc(Br)ccc2ncn1Cc1cc2c(cc1Br)OCO2
-14,Cc1ccc(OCc2nc(CNC(C)C)cs2)cc1
5,CCC(C)OC(=O)Cn1nnc2sc3c(c2c1=O)CCC(C)C3 (centres undefined)
-30,O=C1Nc2ccccc2C12CCCN(c1cnc3ccccc3n1)C2 (centres undefined)
-22,C=C(C)CN(C)C(=O)[C@@H]1C[C@H](N)CN1C
16,Cc1[nH]cnc1C(=O)N1CCC(CO)(Cc2ccccc2Cl)CC1
-32,CC(=O)Nc1ccc(Cl)c(C(=O)N2[C@@H]3CC[C@H]2CC(O)C3)c1 (some centres undefined)
2,CCOc1ccccc1OCCc1nc2sc3c(c2c(=O)[nH]1)CCCC3
